MITF primary: MITF inhibitors, primary screen, biochemical, AlphaScreen, human | Microphthalmia-associated transcription factor (Homo sapiens), O75030 | 650,000 tested, 0.91% active | inhibition, % at 2.6 µM | AlphaScreen MITF homodimerization, bead proximity signal; in the data active = inhibition above about 50%;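 also: 0% = vehicle wells with protein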
Target sequence (O75030 whole entry, looked up): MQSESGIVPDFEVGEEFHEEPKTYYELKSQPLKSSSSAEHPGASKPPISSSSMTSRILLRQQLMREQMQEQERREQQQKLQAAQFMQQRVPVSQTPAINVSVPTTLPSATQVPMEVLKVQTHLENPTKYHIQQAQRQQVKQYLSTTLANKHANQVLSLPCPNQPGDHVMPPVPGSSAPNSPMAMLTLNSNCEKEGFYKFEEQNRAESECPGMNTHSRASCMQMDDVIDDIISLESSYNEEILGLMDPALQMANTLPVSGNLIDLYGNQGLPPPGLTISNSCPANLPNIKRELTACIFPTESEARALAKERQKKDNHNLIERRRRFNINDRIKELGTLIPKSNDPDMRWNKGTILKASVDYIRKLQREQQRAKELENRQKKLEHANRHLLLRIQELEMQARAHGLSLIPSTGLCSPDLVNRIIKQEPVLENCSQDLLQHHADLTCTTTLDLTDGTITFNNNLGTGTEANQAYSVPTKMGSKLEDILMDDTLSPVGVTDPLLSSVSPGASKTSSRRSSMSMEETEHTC
TEAD-YAP block: TEAD-YAP interaction inhibition, primary screen, TEAD-YAP interaction inhibitor project, luminescence, HEK-TIYL cells. TEAD-Gal4/YAP UAS-luciferase luminescence. inhibition, % at 9.12 µM. 640,000 tested, 1.4% active. AID 1259422, 2018; in the data active = inhibition above about 32%;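 also: 0% = median of test compound wells and 100% = reference inhibitor wells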
FBW7 activator: FBW7 E3 ligase activators, primary screen, biochemical, AlphaScreen, human | F-box/WD repeat-containing protein 7 (Homo sapiens), Q969H0 | AlphaScreen FBW7–phospho-cyclin E peptide binding, activator screen | 650,000 tested, 0.13% active | normalized activity (activation), % at 26.1 µM; in the data active = normalized activity above about 1.9%;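 also: purified mutant Fbw7 with reduced substrate affinity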
GPR151 activ: activators of human GPR151, primary screen, cell-based, PathHunter beta-arrestin, luminescence; activation, % at 11.2 µM; 650,000 tested, 1% active; PathHunter beta-arrestin GPR151 cells; G-protein coupled receptor 151 (Homo sapiens), Q8TDV0; in the data active = activation above about 4.9%;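 also: 0% = median of compound wells and 100% = cells with positive control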
Target sequence (Q8TDV0 whole entry, looked up): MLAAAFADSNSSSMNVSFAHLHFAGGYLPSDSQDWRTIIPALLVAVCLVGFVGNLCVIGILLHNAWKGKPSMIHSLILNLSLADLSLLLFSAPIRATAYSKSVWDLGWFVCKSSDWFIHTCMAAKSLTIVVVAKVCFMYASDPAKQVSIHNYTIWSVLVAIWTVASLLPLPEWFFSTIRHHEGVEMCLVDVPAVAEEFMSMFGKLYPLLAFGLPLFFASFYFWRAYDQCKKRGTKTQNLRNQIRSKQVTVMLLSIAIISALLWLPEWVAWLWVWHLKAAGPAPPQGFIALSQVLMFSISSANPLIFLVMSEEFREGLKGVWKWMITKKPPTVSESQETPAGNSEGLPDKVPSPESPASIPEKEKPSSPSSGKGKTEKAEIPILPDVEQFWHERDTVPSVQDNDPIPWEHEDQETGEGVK
* = called active by the depositor.

SMILES	MITF primary	TEAD-YAP block	FBW7 activator	GPR151 activ
CC(NC(=O)C12CC3CC(CC(C3)C1)C2)C(=O)NNC(=O)CCC1CCCCC1 (configuration not stated)	-4	4	-0.1	-0.1
CCOC(=O)C1=C(C)N=c2s/c(=C\c3cc4c(cc3Cl)OCO4)c(=O)n2C1c1ccc(OC)cc1 (configuration not stated)	-23	4	0.0	-0.2
Cc1c(C(=O)N2CCC(Cc3ccccc3)CC2)sc2ncn(CC(=O)N3CCOCC3)c(=O)c12	14	-23	0.6	-1.2
CN(C)S(=O)(=O)c1ccc(Cl)c(C(=O)OCC(=O)Nc2ccc3ccccc3c2)c1	14	-2	0.1	1.4
CCN(CC(=O)Nc1ccc(Cl)cc1C)CC(=O)NC(C)C	2	5	0.2	-1.4
CCOC(=O)c1c(N2CCCCC2)nc2ccc(Cl)cc2c1-c1ccccc1	-4	-7	-0.1	1.8
CC(=O)NC1(c2ccc(F)cc2)CCNCC1	11	2	1.4	-0.5
COc1cc(C)ccc1OCCCOc1ccccc1C(C)=O	15	-47	0.9	1.3
Cc1ccc(N2CC(C(=O)N3CCN(c4ccccc4)CC3)CC2=O)cc1 (configuration not stated)	-5	5	0.1	0.3
CC(Sc1nncs1)C(=O)NC1CCCc2ccccc21 (configuration not stated)	-8	-1	0.0	0.8

The closing 6 compounds of the section before open the next one:
SMILES	MITF primary	TEAD-YAP block	FBW7 activator	GPR151 activ
CCN(CC(=O)Nc1ccc(Cl)cc1C)CC(=O)NC(C)C	2	5	0.2	-1.4
CCOC(=O)c1c(N2CCCCC2)nc2ccc(Cl)cc2c1-c1ccccc1	-4	-7	-0.1	1.8
CC(=O)NC1(c2ccc(F)cc2)CCNCC1	11	2	1.4	-0.5
COc1cc(C)ccc1OCCCOc1ccccc1C(C)=O	15	-47	0.9	1.3
Cc1ccc(N2CC(C(=O)N3CCN(c4ccccc4)CC3)CC2=O)cc1 (configuration not stated)	-5	5	0.1	0.3
CC(Sc1nncs1)C(=O)NC1CCCc2ccccc21 (configuration not stated)	-8	-1	0.0	0.8
CCOc1cc(C2c3c(-c4ccccc4O)n[nH]c3C(=O)N2CC2CCCO2)ccc1O (configuration not stated)	1	-5	0.0	-0.4
COc1ccccc1NC(=O)c1cc2ccccc2oc1=Nc1ccc(Cl)cc1Cl	-2	-19	-0.2	9.2*
Cc1nnc(SCC(=O)Nc2ccc3c(c2)OCCO3)n1C	10	-15	-0.2	-0.6
CC1CCN(S(=O)(=O)c2cccc3cccnc23)CC1	-2	-7	-0.1	0.1
COc1cccc(/C=C2\C(=O)NC(=O)N(c3ccccc3)C2=O)c1	12	-7	0.1	-0.8
Cc1cc(C)cc(N(C(C)C(=O)Nc2ccc(Br)cc2F)S(C)(=O)=O)c1 (configuration not stated)	-12	-2	-0.1	0.3
COc1ccc(-n2ccn(CC(=O)Nc3cc(C)ccc3OC)c2=O)cc1	8	-2	-0.1	0.5
COc1cc(Nc2nc(NCCCN3CCCC3=O)c3ncn(-c4ccccc4)c3n2)cc(OC)c1OC	9	49*	-0.3	-1.5
COc1ccccc1N1CCN(C2CCCN(Cc3cnc(N(C)C)s3)C2)CC1 (configuration not stated)	0	-2	-0.1	-2.6
O=c1/c(=C/c2ccccc2)sc2nnc(-c3ccc([N+](=O)[O-])cc3)n12	-12	0	-0.1	0.7
CCOc1cc(/C=C2/C(=N)N3OC(C)=CC3=NC2=O)ccc1OC(=O)c1ccc(F)cc1	12	8	0.7	0.3
COCCN1C(=O)CC(CC(=O)NCC(C)Oc2cccnc2)(c2ccccc2C)C1=O (configuration not stated)	4	9	0.0	-0.3
C(=N\Nc1nncc(-c2ccccc2)n1)/c1ccc2c(c1)OCO2	16	1	0.0	-1.3
N#C/C(=C\c1ccccc1OCc1cccc2ccccc12)C(N)=O	-10	10	0.1	-1.4
O=C(Nc1cccc(-c2cn3c(n2)SCC3)c1)c1ccc(Br)o1	-4	-7	-0.1	1.0
CCN(CC)c1ccc(C2C(C(=O)Nc3cc(C)ccn3)=C(C)NC3=C2C(=O)CCC3)cc1 (configuration not stated)	-1	-6	0.0	-0.1
Cc1ccc(NC(=O)c2cc(S(=O)(=O)N3CCN(c4ccc(C)cc4)C(C)C3)ccc2F)cc1 (configuration not stated)	4	-6	0.0	-0.7
CC(C)CCC1(C2CCN(C(=O)/C=C/c3ccc(Cl)cc3)CC2)NC(=O)NC1=O (configuration not stated)	8	15	0.1	-0.8
COC(=O)c1ccc(/C=N\NC(=O)CNc2ccccc2OC)cc1	9	6	0.0	-1.8
Cc1ccc(O)c(C(=O)c2cnn(C(=O)c3cccc(S(=O)(=O)N(C)C)c3)c2)c1	1	13	0.2	2.8
CCc1nn(-c2ccccc2)c2nc(-c3ccc(O)cc3)c3cc(OC)c(OC)cc3c12	8	8	-1.0	0.0
COc1ccccc1/C=C/C1=NC(=C\c2ccccc2F)/C(=O)O1	-11	-2	-0.1	-1.0
Cc1ccc(NC(=O)c2ccccc2NC(=O)c2sc3ccccc3c2Cl)c(C(=O)c2ccccc2)c1	8	-1	0.4	-0.3
Cc1sc2ncnc(N3CCN(c4ccccn4)CC3)c2c1-c1ccccc1	16	-5	0.1	-1.6
CN(C(=O)c1nc(-c2ccncc2)no1)c1cccc(Cl)c1	-5	6	-0.2	-1.3
CC(=O)c1ccc(NC(=O)CNS(=O)(=O)c2cccc3nonc23)cc1	-1	0	-0.1	-0.1
COc1ccc(C2C3=C(CC(C)(C)CC3=O)Nc3ccccc3N2C(=O)C(C)C)c(OC)c1 (configuration not stated)	1	4	0.2	0.4
O=C(CCc1ccccc1)C1=C(O)C(=O)N(c2ccc(Br)cc2)C1c1ccccc1 (configuration not stated)	9	7	0.2	-0.9
Cc1ccc(S(=O)(=O)N2CCSC2c2ccc(Cl)cc2)c(C)c1 (configuration not stated)	1	2	0.2	0.8
O=C(Cc1noc2ccccc12)N1CCN(c2ccc(Cl)cc2)CC1	13	9	0.4	-0.2

Exported with bars between the fields: part of the list above
canonical_smiles | MITF primary | TEAD-YAP block | FBW7 activator | GPR151 activ
CCc1nn(-c2ccccc2)c2nc(-c3ccc(O)cc3)c3cc(OC)c(OC)cc3c12 | 8 | 8 | -1.0 | 0.0
Cc1ccc(NC(=O)c2ccccc2NC(=O)c2sc3ccccc3c2Cl)c(C(=O)c2ccccc2)c1 | 8 | -1 | 0.4 | -0.3
CN(C(=O)c1nc(-c2ccncc2)no1)c1cccc(Cl)c1 | -5 | 6 | -0.2 | -1.3
O=C(Cc1noc2ccccc12)N1CCN(c2ccc(Cl)cc2)CC1 | 13 | 9 | 0.4 | -0.2
COc1ccccc1/C=C/C1=NC(=C\c2ccccc2F)/C(=O)O1 | -11 | -2 | -0.1 | -1.0
Cc1ccc(S(=O)(=O)N2CCSC2c2ccc(Cl)cc2)c(C)c1 (configuration not stated) | 1 | 2 | 0.2 | 0.8

(more compounds)
SMILES	MITF primary	TEAD-YAP block	FBW7 activator	GPR151 activ
CSc1ccc(CCNC(=O)Cn2ncc3c2-c2ccccc2OC3)cc1	3	7	-0.1	2.1
Cc1ccc(CNC(=O)CCC2CCCN(C(=O)c3sccc3C)C2)o1 (configuration not stated)	6	4	0.2	-0.5
CCCCNC(=O)/C(=C\c1ccc([N+](=O)[O-])o1)NC(=O)c1ccccc1	7	-2	0.3	2.2
COc1ccc(-n2c(/C=C/N(C)C)c([N+](=O)[O-])c3ccc(O)c(COC(C)=O)c32)cc1	15	12	0.5	0.0
Cc1ccc2ccccc2c1NC(=O)Cn1nnc(-c2ccc(N3CCOCC3)cc2)n1	16	-18	1.4	-2.8
CC(C)CC1=NN2C(=N)/C(=C/c3ccc(N(C)C)cc3)C(=O)N=C2S1	-1	0	0.0	0.6
Cc1cc2c(cc1C)NC(c1cccc(C(F)(F)F)c1)C1=C(CC(C)(C)CC1=O)N2 (configuration not stated)	2	11	0.0	-0.1
CC(C)N(CCNC(=O)c1ccc2nc(Nc3ccc(N4CCOCC4)cc3)sc2c1)C(C)C	3	5	-0.1	-0.5
COC(=O)c1ccc(C(=O)N2CCC[C@@H]3CN(Cc4ccsc4)CC[C@H]32)cc1	9	3	0.2	-0.8
O=C(NCCN1CCOCC1)c1cccc(-n2ncc3ccc(Br)cc32)c1	14	-4	0.1	1.4
CN(CC(=O)N1CCCc2c1c(=O)oc1ccc(O)cc21)Cc1ccccc1	0	-15	0.1	4.6
CCOC(=O)CSCC(=O)Nc1c(C(C)C)cccc1C(C)C	14	-5	0.1	-1.3
COc1cc(NC(=O)COc2ccccc2[N+](=O)[O-])ccc1NC(=O)c1cccs1	10	-21	0.1	-1.1
Cc1ccc(-n2[nH]nnc2=S)c(C)c1	-7	-1	0.1	-0.7
Cc1cc(C)nc(SCC(=O)Nc2ccc(C(C)C)cc2)n1	-7	8	-0.2	-0.4
CC(C)CN(CC(C)C)C(=O)CCn1c(=O)oc2ccccc21	9	0	0.2	0.9
O=C(O)c1cc(S(=O)(=O)N2CCOCC2)ccc1Cl	8	-7	0.1	-2.1
c1ccn(-c2ccc3c(c2)COC2(CCN(CC4CC4)CC2)O3)c1	10	6	0.1	1.2
Cc1cccc(NC(=O)c2c(NC(=O)c3cccs3)sc3c2CCC3)c1	-6	2	0.0	0.3
Cn1c(SCC(=O)Nc2ccccc2F)nc2cccnc21	7	-7	0.0	0.2
O=C(c1cc2c(s1)CCCC2)N1CCN(Cc2ccccc2)CC1	0	-1	-0.1	1.4
CCCNc1nc(-c2c(C)noc2C)ncc1C	6	-6	-0.1	4.7
Cc1ccc(C(=O)Nc2cccc(-c3nc4ccccc4o3)c2)c(Cl)c1	-8	4	0.3	-0.2
CCc1nnc(NS(=O)(=O)c2ccc(NC(=O)c3ccc(C#N)cc3)cc2)s1	3	-6	-0.1	1.0
Cc1ccc(NC(=O)C2C3C=CC4(O3)C2C(=O)N(CC2COc3ccccc3O2)C4C(=O)NC2CCCCC2)cc1 (configuration not stated)	11	-1	0.1	-0.1
N#C/C(=C\c1cccc(O)c1)C(=O)Nc1ccc(F)cc1	-1	-14	0.0	1.1
CC1(C)C(C=C(Cl)Cl)C1C(=O)ON1C(=O)CCC1=O (configuration not stated)	1	12	0.1	-1.0
Cc1ccc(Cn2cc(SCC(=O)N3CCOCC3)c3ccccc32)cc1	20	-15	0.1	1.1
COCC(C)NC(=O)c1cc(-c2ccc(OC)cc2)on1 (configuration not stated)	2	-29	-0.1	-1.7
CCc1ccc(C2=CC(c3ccccc3F)n3c(nc4ccccc43)N2)cc1 (configuration not stated)	-6	68*	-0.1	-6.9
O=C(NCC(c1cccnc1)N1CCN(c2ccccc2)CC1)c1ccc2c(c1)OCO2 (configuration not stated)	8	-7	0.0	0.5
Cn1cc(-c2cnn3c(NCc4cccc(Cl)c4)ccnc23)cn1	10	0	0.3	1.3
O=C(OCc1cc(=O)n2c(n1)sc1ccccc12)C12CC3CC(CC(O)(C3)C1)C2	19	75*	-0.1	-1.3
COc1cc(-c2nnc(COC(=O)c3ccc([N+](=O)[O-])o3)o2)cc(OC)c1OC	0	7	-0.2	-0.5
Cc1ccc(S(=O)(=O)N2N=C(c3ccc(Br)cc3)CC2c2ccco2)cc1 (configuration not stated)	1	6	0.0	-0.8
COc1cc(/C=c2\sc3nc4c(C)cc(C)cc4n3c2=O)ccc1OCc1ccc(Cl)cc1Cl	0	-8	0.0	0.3
CC1(CCC(=O)N2CCC(Oc3ccccc3Cl)CC2)CCC(=O)N1 (configuration not stated)	-11	-3	-0.1	0.6
Cc1cc(NC(=O)COc2cccc3cccnc23)no1	0	-19	-0.2	-1.1
Cc1cc(C)c2cccc(NC(=S)NC(=O)c3ccccc3)c2n1	12	-4	0.1	-0.9
CCN1CCC2(CCN(Cc3ccc4c(c3)CN(Cc3ccc5c(c3)OCO5)CCO4)C2)C1 (configuration not stated)	7	8	0.0	0.1
CC(C)[C@H](CO)Nc1nc(-c2cccc(OC(F)(F)F)c2)cnc1N	-11	7	0.0	-0.8
CCOc1ccc(C2C3=C(COC3=O)Nc3c2c(=O)n(C)c(=O)n3CC)cc1OC (configuration not stated)	4	5	0.0	-0.4
CC(C)N1CCC(=NNC(=S)Nc2ccccc2)CC1	-5	-4	-0.2	-1.2
C=CCNC(=O)c1ccc2c(=O)n(Cc3ccc(Cl)cc3)c(=S)[nH]c2c1	6	-15	0.1	-0.5
O=C(c1ccc[n+]([O-])c1)N1CCOc2ccc(CN3CCc4ccccc4C3)cc2C1	2	2	0.0	-0.1
Cc1cc(/C=C2\C(=O)NC(=O)N(c3ccc(Cl)cc3)C2=O)c(C)n1-c1ccncc1	6	2	0.0	0.0
Cc1c(Br)c(C(F)(F)F)nn1CC(=O)NCCc1ccccc1	3	-13	-0.1	0.2
Cc1ccc(Cn2c(SCC(=O)c3ccc(Cl)cc3)nc3c2c(=O)[nH]c(=O)n3C)cc1	-6	-1	0.1	-0.3
CCC(c1nc2ccccc2c(=O)n1-c1cccnc1)N1C(=O)c2ccccc2C1=O (configuration not stated)	9	-5	0.0	1.0
C/C(N)=C(/C#N)C(=O)COC(=O)/C=C/c1c(C)nn(-c2ccccc2)c1C	8	7	-0.2	-0.1
O=C(c1ccco1)N1CCN(S(=O)(=O)c2ccc(I)cc2)CC1	-12	-10	0.1	-1.6
COc1cccc(CNC(=O)c2ccc3c(c2)NC(=O)c2ccccc2N3)c1	-10	-10	0.2	1.8
N#Cc1cc(S(=O)(=O)N2CCOCC2)ccc1Cl	8	-3	0.0	2.3

Assay outcomes: PubChem BioAssay, The Scripps Research Institute Molecular Screening Center
